Screening data (PubChem)
hcGAS lum: Primary biochemical luminescence assay for human cyclic GMP-AMP synthase inhibitors; inhibition, % at 12.5 µM; recombinant h-cGAS, ATP depletion, Kinase-Glo luminescence; AID 1259398, 2018; 290,000 tested, 0.081% active; Q8N884;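 further: 0% = vehicle reaction and 100% = reaction without DNA for no activity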
Target sequence (Q8N884 whole entry, looked up): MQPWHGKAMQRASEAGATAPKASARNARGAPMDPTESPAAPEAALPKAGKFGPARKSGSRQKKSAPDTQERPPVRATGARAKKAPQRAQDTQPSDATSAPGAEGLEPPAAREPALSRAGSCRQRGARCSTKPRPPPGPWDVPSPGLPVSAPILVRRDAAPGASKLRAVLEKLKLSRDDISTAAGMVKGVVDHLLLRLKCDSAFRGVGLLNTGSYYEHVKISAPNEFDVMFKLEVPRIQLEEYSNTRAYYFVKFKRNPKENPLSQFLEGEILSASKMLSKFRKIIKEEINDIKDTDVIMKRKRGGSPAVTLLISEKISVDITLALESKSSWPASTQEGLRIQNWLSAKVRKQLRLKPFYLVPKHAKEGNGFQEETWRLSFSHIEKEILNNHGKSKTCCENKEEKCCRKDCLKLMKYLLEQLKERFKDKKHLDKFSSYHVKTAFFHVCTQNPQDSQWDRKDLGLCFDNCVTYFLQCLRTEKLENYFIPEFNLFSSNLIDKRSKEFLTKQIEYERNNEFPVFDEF
mcGAS lum: cyclic GMP-AMP synthase inhibitors, mouse, primary biochemical chemiluminescence. Q8C6L5. recombinant cGAS, Kinase-Glo ATP depletion luminescence. inhibition, % at 12.5 µM. 160,000 tested, 0.15% active;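 further: 0% = negative control wells and 100% = reference inhibitor with no enzyme activity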
NPYLR7 ag: agonists of mosquito NPYLR7 receptor, primary screen, cell-based, Aedes aegypti, calcium fluorescence, mosquito biting behavior. HEK293T NPYLR7/Galpha15, GCaMP6s calcium fluorescence. Aedes aegypti neuropeptide Y-like receptor 7 (NPYLR7). activation, % at 10 µM. 270,000 tested, 0.15% active; in the data active means activation above about 40%;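 further: 0% = vehicle and 100% = reference agonist at the receptor; some compounds past the cut are filed as inactive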
Numbers without * were called inactive; nt = not tested or not shown. Unless noted, no stated cut-off is given here; in the data, active means inhibition above about 40%; inactive means the rest. Rows are unselected. About 0.27% of those tested had a hit in this group.

SMILES	hcGAS lum	mcGAS lum	NPYLR7 ag
O=C(CCc1cccs1)N1CCN(CC2CCCO2)CC1 (stereo not drawn)	-8	nt	2
COC(=O)C(C)Sc1nnc(-c2ccccc2Cl)n1-c1ccccc1C (stereo not drawn)	-8	-6	7
O=C(NCC(CO)Cc1cccs1)c1cccnc1 (stereo not drawn)	-3	-8	-4
Cc1c(CC(=O)NCCN2CCOC2=O)c2c(n1Cc1ccccc1)CCCC2=O	-12	nt	7
COc1ccc(N2CC(C)Cn3c2nc2c3c(=O)[nH]c(=O)n2C)cc1 (stereo not drawn)	-8	nt	0
NC(=O)Cc1csc(-c2ccc(Cl)s2)n1	3	nt	-29
COc1ccc(CCC(=O)NC2CCCN(C3CCN(C)CC3)C2)cc1 (stereo not drawn)	1	nt	0
NS(=O)(=O)c1ccc(Sc2ccc3c(c2)CCC3)nc1	-5	nt	10
COC(=O)CC1c2cccnc2C(=O)N1C (stereo not drawn)	-3	-5	5
CC(=O)ON=C1Sc2ccccc2C1=O	9	1	0

Entries of single compounds as entered above. Screens in order: hcGAS lum	mcGAS lum	NPYLR7 ag
COc1ccc(CCC(=O)NC2CCCN(C3CCN(C)CC3)C2)cc1 (stereo not drawn) is listed as 1	nt	0
NC(=O)Cc1csc(-c2ccc(Cl)s2)n1 is listed as 3	nt	-29

Going on with the list:
SMILES	hcGAS lum	mcGAS lum	NPYLR7 ag
C=CCN1CC(c2nc3ccccc3n2CCCOc2cccc(C)c2)CC1=O (stereo not drawn)	-7	-7	5
CCOCCCNC(=O)CSc1nc2sc(C)c(C)c2c(=O)n1CC	-3	nt	-10
COc1ccccc1CNC(=O)c1nnn(Cc2cc(C)ccc2C)c1N	-9	-7	1
Cc1ccc(C(=O)N2CCN(c3nc(-c4ccc(Cl)cc4)nc(C)c3C)CC2)cc1[N+](=O)[O-]	2	0	-5
COc1ccc(-c2ccnc(CO)c2)c(OC)c1	-2	nt	-7
COc1ccc(NC(=O)NCCNc2cc(-n3ccnc3C)ncn2)c(C)c1	5	-2	-16
COc1cc(C(=O)NCCc2csc3nc(-c4cccs4)nn23)c([N+](=O)[O-])cc1OC	4	1	-8
O=C(CSc1nnc(-c2ccc(Cl)cc2)n1Cc1ccco1)NC1CC1	-3	nt	2
Cn1c(CN(Cc2nc3ccccc3c(=O)[nH]2)CC2CCCO2)cc(=O)n(C)c1=O (stereo not drawn)	-10	nt	-4
CSc1cccc(NC(=O)Cc2csc(NC(=O)c3ccc[nH]c3=O)n2)c1	-4	-8	10
CCn1nc(C)c(C(C)NC(=O)c2cccc(NCC(=O)O)c2)c1C (stereo not drawn)	-6	nt	16
CC1CN(C(=O)Cn2cc(SCC#N)c3ccccc32)CC(C)O1 (stereo not drawn)	-5	-7	-2
CC(C)(C)COC(=O)N1CC(=O)N(Cc2ccc3c(c2)OCO3)CC(O)C1 (stereo not drawn)	5	-3	3
Cc1nn(-c2ccc(Cl)cc2)cc1C(=O)NC1CC(=O)N(C)C1 (stereo not drawn)	-9	-18	1
Cc1ccccc1NC(=O)Cc1nc(COC(=O)C2(O)CCCC2)cs1	3	nt	3
Cc1nnc2ccc(N3CCN(C(=O)COc4cccc(Cl)c4)CC3)nn12	-6	-7	3
CCCNC(=O)c1ccc(-c2ccccc2CN2CCOCC2)o1	-3	nt	8
COc1cc(C)c(C)cc1S(=O)(=O)n1cc(C)nc1-c1ccccc1	-4	nt	5
COc1ccc2c(c1)OC1(C)CC2C(S(=O)(=O)c2ccccc2)C(=O)N1 (stereo not drawn)	-13	-7	10
O=C(Nc1ccc2c(c1)CCO2)N1CCC(c2ccccc2)C1 (stereo not drawn)	-5	nt	0
CCOC(=O)c1c(NC(=O)CCSC)sc2c1CCC(C#N)(c1ccccc1)C2 (stereo not drawn)	-5	-6	5
CCc1nc2n(n1)C(=O)C(C(c1cccc(F)c1)N1CCN(CC)CC1)S2 (stereo not drawn)	1	-5	-1
CCOCc1ccccc1CNC(=O)NC(C)c1ccc(Cl)cc1 (stereo not drawn)	-10	-7	8
Cc1ccc(C2(O)CCN(c3noc(-c4ccccc4)n3)CC2)nc1	-2	nt	-6
O=C(NCc1ccsc1)c1ccc(-c2cc(-c3cccc(C(F)(F)F)c3)n[nH]2)cc1	-7	-5	-1
Cc1ccc(Cl)c(NC(=O)CN2CCc3sccc3C2C)c1Cl (stereo not drawn)	-5	nt	0
COc1ccc(OC)c(C2CC(c3ccc(Cl)cc3)=NN2S(C)(=O)=O)c1 (stereo not drawn)	2	0	-1
Cc1ccc(-n2cc(CN3CCN(c4nonc4C)CC3)c(-c3ccc(F)cc3)n2)cc1	-8	-8	3
COc1ccccc1C1c2cccn2CCCN1Cc1cccc(Oc2ccccc2)c1 (stereo not drawn)	-7	-5	8
CC1=C(C(=O)OCC(C)C)C(c2cccs2)n2c(sc(=Cc3ccc(C)o3)c2=O)=N1 (stereo not drawn)	-4	-6	-2
Cc1ccc(F)c(S(=O)(=O)NC(=O)C2(C)CCN2C(=O)C(C)(C)c2ccccc2)c1 (stereo not drawn)	7	nt	7
Cn1c(=O)[nH]c(=O)c2c1nc(SCCO)n2Cc1ccccc1Cl	-11	nt	1
COCCn1c(SCC(=O)Nc2nnc(C)s2)nc2c(c1=O)SC(C)C2 (stereo not drawn)	-8	nt	3
COc1ccccc1C1CC(c2ccccc2F)=NN1C(=O)CN(C)c1ccccc1 (stereo not drawn)	-5	-6	7
COc1ccc(CCNC(=O)CN(C)C2CCOC(C)(C)C2)cc1 (stereo not drawn)	-1	nt	5
CCc1nccn1C1CCCN(C(=O)CN2CCCS2(=O)=O)C1 (stereo not drawn)	2	nt	-5
CNc1cc(C(=O)N[C@@H]2C[C@@H](CO)N(C)C2)ccn1	2	-15	9
Cc1cc(C)n2nc(SCCOc3ccc(Br)cc3)nc2n1	-5	-5	8
O=C(COC(=O)c1cc(Br)c(Br)s1)NCC(F)(F)F	0	nt	9
Cc1cnc(N2CCN(C(=O)CC(C)C)CC2)nc1N(C)C	2	nt	3
O=C(CCc1nnc(CCCc2ccccc2)o1)NCC(F)(F)F	-6	-3	1
O=C(Nc1ccccc1F)N1CCN(C(=O)N2CCOCC2)CC1	-8	nt	5
Cc1cc(Cl)ccc1C(=O)N1CCCC(O)(CO)CC1 (stereo not drawn)	-9	-12	20
COc1ccc(-c2cccc(-n3cncc3C(=O)NCc3c(-c4ccccc4)noc3C)c2)cc1OC	12	-7	23
Cc1ccc(-c2cc(C(=O)Nc3c(C)n(C)n(-c4ccccc4)c3=O)c3ccccc3n2)o1	-1	-4	-3
CCNC(=O)OC1CCN(C(=O)OCc2ccccc2)CC(=O)N(C)c2ccccc21 (stereo not drawn)	-9	-7	7
COc1ccc(-c2cc3nc(C)cc(N4CCC(C)CC4)n3n2)cc1OC	-7	-8	4
C=CCn1c(SCC(=O)N(C)Cc2ccc(C)cc2)nc2ccsc2c1=O	-7	nt	2
CNS(=O)(=O)c1cc(-c2ccc(Nc3ccccc3)nn2)ccc1C	-3	nt	-15
Cc1nccc(C2CCN(CC3CCCCN3C)CC2)n1 (stereo not drawn)	-19	-7	nt
Remaining list, next part:
SMILES	hcGAS lum	mcGAS lum	NPYLR7 ag
COC(=O)CCCCCCC(=O)N1CCN(Cc2cc(=O)c(OCc3cc(C)cc(C)c3)co2)CC1	-3	-8	21
Cc1ccc2c(c1)c(CNC(C)CCn1cccn1)nn2C (stereo not drawn)	-3	-9	nt
Cc1n[nH]c(C)c1NC(=O)CN1CCCC(C2OCCO2)C1 (stereo not drawn)	-6	nt	2
COc1ccc(CC(=O)N(C)CC2CCCN(CCc3ccccc3F)C2)cc1OC (stereo not drawn)	-5	nt	16
N#Cc1ccc(OCc2cc(-c3cccs3)on2)c(Cl)c1	-8	nt	4
O=C(CCc1cccs1)Nc1ccccc1N1CCCCC1	5	nt	7
Cc1ccsc1[C@@H]1CCN(C(=O)c2c(C)nc3ncccn23)C[C@H]1O	-5	nt	1
Cc1ccc(NC(=O)N(CC(=O)N(Cc2ccc3c(c2)OCO3)Cc2sccc2C)C2CC2)cc1	-9	-5	-1
COCCN(CC(=O)N(Cc1ccc(F)cc1)Cc1sccc1C)C(=O)Nc1cccc(Br)c1	-6	-5	5
CCCn1cnnc1CNC(=O)CN(c1cccc(C)c1)S(C)(=O)=O	-6	-10	-2
COc1cccc(NC(=O)N2CCSC23C(=O)N(Cc2ccccc2Cl)c2ccc(C)cc23)c1 (stereo not drawn)	-4	-6	14
CC1C(=O)N(c2ccc(F)c(Cl)c2)CCN1C(=O)c1ccccc1Cl (stereo not drawn)	-8	-5	-4
CC1(C)C(=O)N(CCN2CCC(C(=O)c3ccc(F)cc3)CC2)c2ccccc21	-9	-5	-1
CN(C)C(CNS(=O)(=O)c1cnn(C)c1)c1cccc(F)c1 (stereo not drawn)	-6	nt	0
CCCCc1nc(N2CCN(Cc3ccc(OC)cc3OC)CC2)c2c(C)nn(-c3ccccc3)c2n1	-4	-8	nt
CC(=O)c1ccc(NC(=O)c2cc3c(ccc4ccccc43)oc2=O)cc1	-4	-4	-5
COc1ccccc1NC(=O)C1C(=O)NC2(C)CC1c1ccccc1O2 (stereo not drawn)	-12	nt	-1
CCC(=O)Nc1cc2c(cc1OC)C(c1cc(C)ccc1C)CC(=O)N2 (stereo not drawn)	-3	-11	0
CC(C)(C)CN1CCNC(=O)C1CC(=O)NCc1cccc(OC(F)(F)F)c1 (stereo not drawn)	-6	-15	13
O=C(CCc1nnc(Cc2ccc(-c3ccccc3)cc2)o1)N1CCSCC1	-2	nt	14
O=c1c2c(nc(SCc3ccc(F)cc3)n1CCc1ccccc1)CCS2	-5	-6	8
O=C(CN1c2cccc3cccc(c23)S1(=O)=O)NNC(=O)c1ccc[nH]c1=O	3	nt	-4
CC(c1cccc(-c2nnnn2-c2ccccc2)c1)N1CCCC1 (stereo not drawn)	-2	-14	18
N#CC(Cc1ccccc1)NC(=O)/C=C/c1ccccc1Br (stereo not drawn)	6	nt	3
CC(C)SC(NC(=O)OCc1ccccc1)C(=O)N[C@H](C)C(C)(C)C (stereo partly drawn)	-6	-3	0
CCOCCn1ccc2c(NC(=O)C(Cl)Cl)c(OC(=O)N(CC)CC)ccc21	-4	-7	-1
CC(C)(C)c1cc(NC(=O)CSc2nnc3n2CCCCC3)on1	2	nt	-1
O=C(CCn1nnc2ccccc21)N1[C@H]2CCNC[C@@H]1CC2	-5	-16	3
CCCCCCc1cc2cc(-c3nnc(-c4ccccc4)o3)c(=O)oc2cc1O	8	-7	-6
Cc1ccccc1COc1cn(CC(=O)N2CCN(c3ccccc3)CC2)c(C)cc1=O	-12	-7	-2
O=C(Cc1ccccc1)Nc1nnc(-c2ccc3c(c2)OCO3)s1	-3	-8	-1
CC(=O)N(C)c1ccc(NC(=O)CNCC(O)c2ccccc2Cl)cc1 (stereo not drawn)	-6	nt	8
CS(=O)(=O)c1ccc(CN2CCN(CCCOC(c3ccc(Cl)cc3)c3ccc(Cl)cc3)CC2)cc1	-4	-7	25
O=C(c1ccc(Cl)nc1)N1CCc2ccccc2C1c1ccccc1F (stereo not drawn)	-1	-4	-2
COc1ccccc1-n1c(SCCCC(=O)N2CCN(C(=O)c3ccc([N+](=O)[O-])cc3)C(C)C2)nnc1-c1ccccc1 (stereo not drawn)	-3	-6	5
COc1cccc2c1OCC(C(=O)NCCc1nnc3n1CCNCC3)C2 (stereo not drawn)	1	2	-11
CCOC(=O)C1=C(C)NC(C)=C(C(=O)OC)C1c1ccc(Br)cc1 (stereo not drawn)	-2	-6	-2

Molecules from the list above that contain fluorine (16):
SMILES	hcGAS lum	mcGAS lum	NPYLR7 ag
CCc1nc2n(n1)C(=O)C(C(c1cccc(F)c1)N1CCN(CC)CC1)S2 (stereo not drawn)	1	-5	-1
O=C(NCc1ccsc1)c1ccc(-c2cc(-c3cccc(C(F)(F)F)c3)n[nH]2)cc1	-7	-5	-1
Cc1ccc(-n2cc(CN3CCN(c4nonc4C)CC3)c(-c3ccc(F)cc3)n2)cc1	-8	-8	3
Cc1ccc(F)c(S(=O)(=O)NC(=O)C2(C)CCN2C(=O)C(C)(C)c2ccccc2)c1 (stereo not drawn)	7	nt	7
COc1ccccc1C1CC(c2ccccc2F)=NN1C(=O)CN(C)c1ccccc1 (stereo not drawn)	-5	-6	7
O=C(COC(=O)c1cc(Br)c(Br)s1)NCC(F)(F)F	0	nt	9
O=C(CCc1nnc(CCCc2ccccc2)o1)NCC(F)(F)F	-6	-3	1
O=C(Nc1ccccc1F)N1CCN(C(=O)N2CCOCC2)CC1	-8	nt	5
COc1ccc(CC(=O)N(C)CC2CCCN(CCc3ccccc3F)C2)cc1OC (stereo not drawn)	-5	nt	16
COCCN(CC(=O)N(Cc1ccc(F)cc1)Cc1sccc1C)C(=O)Nc1cccc(Br)c1	-6	-5	5
CC1C(=O)N(c2ccc(F)c(Cl)c2)CCN1C(=O)c1ccccc1Cl (stereo not drawn)	-8	-5	-4
CC1(C)C(=O)N(CCN2CCC(C(=O)c3ccc(F)cc3)CC2)c2ccccc21	-9	-5	-1
CN(C)C(CNS(=O)(=O)c1cnn(C)c1)c1cccc(F)c1 (stereo not drawn)	-6	nt	0
CC(C)(C)CN1CCNC(=O)C1CC(=O)NCc1cccc(OC(F)(F)F)c1 (stereo not drawn)	-6	-15	13
O=c1c2c(nc(SCc3ccc(F)cc3)n1CCc1ccccc1)CCS2	-5	-6	8
O=C(c1ccc(Cl)nc1)N1CCc2ccccc2C1c1ccccc1F (stereo not drawn)	-1	-4	-2
